# Screens: PubChem, Sanford-Burnham Center for Chemical Genomics
# PfGluPho inh: PfG6PD (Plasmodium falciparum) enzyme inhibition; PfGluPho enzyme, NADPH resazurin-diaphorase fluorescence; inhibition, % at 20 µM; actives 0.78% (n = 350,000);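 active means inhibition reaching at least a set limit at 20 µM in the primary screen, cut at about 59% in these data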;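 further: 0% = DMSO wells with substrate and 100% = DMSO wells lacking glucose-6-phosphate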
# hIAP block: human IAP inhibition. purified IAP, CDP-Star luminescence, 30 min. inhibition, % at 10 µM. actives 0.12% (n = 330,000);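 active means inhibition reaching a set limit with compound at 10 µM in the primary screen, cut at about 35% in these data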;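 further: plate controls were DMSO wells with enzyme for no effect and no-enzyme buffer wells for full effect; values of inactives mirror those of a sister screen read the other way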
# Target sequence (P09923 whole entry, looked up): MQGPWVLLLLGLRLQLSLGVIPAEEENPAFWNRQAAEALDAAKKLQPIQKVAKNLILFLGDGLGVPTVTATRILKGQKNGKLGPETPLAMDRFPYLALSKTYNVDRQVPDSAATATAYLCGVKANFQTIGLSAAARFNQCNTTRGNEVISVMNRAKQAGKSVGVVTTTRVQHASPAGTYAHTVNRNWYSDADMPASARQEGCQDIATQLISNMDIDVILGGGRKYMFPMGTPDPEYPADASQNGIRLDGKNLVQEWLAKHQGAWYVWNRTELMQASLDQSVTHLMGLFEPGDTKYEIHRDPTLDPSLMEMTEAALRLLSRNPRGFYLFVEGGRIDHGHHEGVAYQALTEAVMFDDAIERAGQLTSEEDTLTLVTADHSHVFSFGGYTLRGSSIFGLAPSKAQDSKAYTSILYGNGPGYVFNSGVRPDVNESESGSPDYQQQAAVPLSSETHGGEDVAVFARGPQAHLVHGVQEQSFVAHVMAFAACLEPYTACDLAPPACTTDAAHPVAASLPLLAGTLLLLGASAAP
# mIAP inh: mouse IAP inhibition | inhibition, % at 10 µM | actives 0.2% (n = 330,000) | purified mouse IAP, CDP-Star luminescence, 30 min | AID 2806;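 active means inhibition of at least 40% at 10 µM in the primary screen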;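 further: plate controls were DMSO with enzyme for no effect and no enzyme wells for full effect; values of inactives mirror those of a sister screen read the other way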
# ATG4B inhibitor: ATG4B (human) cysteine protease inhibition; ATG4B cleavage of LC3-PLA2, NBD-HPC fluorescence, 1 h; actives 0.51% (n = 340,000); inhibition, % at 8.33 µM; Q9Y4P1; in the data active means inhibition above about 40%
# A3A deaminase: inhibitors of human APOBEC3A DNA deaminase; recombinant A3A, FAM/TAMRA ssDNA deamination fluorescence; inhibition, % at 20 µM; actives 0.41% (n = 330,000);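 active means at least 40% inhibition at 20 µM here, with at most 30% in a related deaminase screen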;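 further: plate controls were A3A with DMSO for no effect and wells lacking A3A enzyme for full effect; some results filed as inactive read as strong as hits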
# Target sequence (P31941 whole entry, looked up): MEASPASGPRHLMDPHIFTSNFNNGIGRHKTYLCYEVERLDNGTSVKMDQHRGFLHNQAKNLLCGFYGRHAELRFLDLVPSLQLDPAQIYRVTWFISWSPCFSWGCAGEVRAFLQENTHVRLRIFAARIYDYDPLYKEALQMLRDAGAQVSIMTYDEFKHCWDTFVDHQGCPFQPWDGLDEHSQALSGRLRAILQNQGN
# mIAP act: increases mouse intestinal alkaline phosphatase activity; actives 0.24% (n = 330,000); muIAP, CDP-Star luminescence, 30 min; hits give high values; 1 = vehicle-only enzyme signal, 0 = enzyme-free wells; activation factor at 10 µM; AID 2805;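 active means activation factor of at least 2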; further: the source names both 10 and 20 µM as test concentration; values of inactives mirror those of a sister screen read the other way
#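 Assay system: mouse IAP enzyme; Reagent: CDP-Star chemiluminescent phosphatase substrate; Compound: DMSO-dissolved test compounds; Incubation: 30 min, room temperature; Technique: luminescence from enzymatic CDP-Star hydrolysis; Controls: DMSO-only wells and no-enzyme negative control.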
# hIAP activ: human IAP activation. P09923. purified human IAP, CDP-Star luminescence, 30 min; hits give high values; 1 = vehicle-only enzyme, 0 = enzyme-free background. activation factor at 10 µM. actives 0.16% (n = 330,000). AID 2524;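 active means activation factor of the enzyme at least 2-fold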; further: the source names both 10 and 20 µM as test concentration; values of inactives mirror those of a sister screen read the other way
# HKDC1 inh: blocks human hexokinase HKDC1 activity | Q2TB90 | recombinant HKDC1, G6PDH/diaphorase resazurin coupled fluorescence | inhibition, % at 20 µM | actives 0.16% (n = 340,000) | AID 493160;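 active means inhibition above about 35% when tested at 20 µM, limit read from the data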;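 further: plate controls were DMSO wells with enzyme for no effect and DMSO wells lacking enzyme for full effect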
#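 Material: recombinant HKDC1 hexokinase; Amount: HKDC1 at 5 µg/mL; Medium: Tris pH 8.0 buffer with MgCl2, Tween-20, BSA, BME; Schedule: 90 min reaction incubation at room temperature, dark; Technique: coupled resazurin fluorescence, excitation 525 nm, emission 613 nm.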
# Starred values were filed as active, the others as inactive; . = not tested or not shown.
SMILES,PfGluPho inh,hIAP block,mIAP inh,ATG4B inhibitor,A3A deaminase,mIAP act,hIAP activ,HKDC1 inh
Cc1ccsc1/C=N/NC(=O)CO,-17,15,6,4,-2,0.94,0.85,-4
C=CCn1cc(-c2cccc(Cl)c2)cc(C#N)c1=O,-13,-6,2,-2,-1,0.98,1.1,-1
CCCCCCSc1ccc(-c2nc3ccccn3c2NCCCC)cc1,30,-8,-21,6,-4,1.2,1.1,13
O=C(OCC(=O)c1ccc(Cl)cc1Cl)c1ccccn1,-18,-10,-1,-6,1,1,1.1,-2
Cn1c(=O)c(C(=O)c2ccccc2)c(O)c2ccccc21,5,-23,4,-9,1,0.96,1.2,-3
CCOC(=O)CN1C(=O)C(Sc2n[nH]c(-c3ccc(O)cc3)n2)CCc2ccccc21 (stereo not given),-12,2,1,-3,0,0.99,0.98,0
CCc1ccc(S(=O)(=O)Nc2ccc(-c3nc4cccnc4s3)cc2)s1,-18,-8,-19,-4,-1,1.2,1.1,3
c1ccc(Nc2nc3ccccc3o2)cc1,19,-2,5,7,-8,0.95,1,-4
CC(C)(C)OC(=O)NCc1ccc(CNC(=O)c2[nH]cnc2C(=O)NCC(=O)OCc2ccccc2)cc1,25,-30,10,11,1,0.9,1.3,5
CCNS(=O)(=O)c1cc(Br)ccc1OC,-4,-3,4,-10,-4,0.96,1,-9
CC(C)N(C(=O)[C@H]1C[C@H](CC(=O)NCCN2CCOCC2)C(=O)N2CCc3c([nH]c4ccc(Cl)cc34)[C@]12C)C(C)C,-2,.,-16,-4,4,1.2,.,1
CCCNC(=O)c1cn(CC)c2cc(N3CCN(C(=O)c4ccco4)CC3)c(F)cc2c1=O,12,-12,3,-11,-4,0.97,1.1,8
O=S(=O)(c1ccc2c(c1)nc(COc1ccc(Cl)cc1)n2CC1CCCO1)N1CCOCC1 (stereo not given),-1,-12,3,-16,0,0.97,1.1,7
Nc1c(C(=O)N2CCOCC2)sc(=S)n1-c1ccccc1,59*,0,11,6,0,0.89,1,-7
O=C(Nc1ccc(NC(=O)c2ccncc2)cc1)c1ccncc1,.,-12,1,.,2,0.99,1.1,.
COc1ccc(C(=O)N2CCCC(c3nc(-c4cccs4)no3)C2)cc1OC (stereo not given),-9,3,4,-7,1,0.96,0.97,-8
CCOC(=O)N1CCN(C(=O)CSc2ccc3nnc(CCNC(=O)c4ccc(OC)cc4)n3n2)CC1,-5,5,-2,-2,0,1,0.95,-6
COc1nc(C)cc(C)c1S(=O)(=O)c1ccc(Cl)cc1,32,1,8,-4,4,0.92,0.99,7
COc1cc2c(cc1NC(=O)c1cccc([N+](=O)[O-])c1)oc1ccccc12,-2,10,-1,-6,-7,1,0.9,2
O=C(NCCCN1CCCC1=O)C(=O)NCC1OCCN1S(=O)(=O)c1ccc(Br)cc1 (stereo not given),3,25,5,0,-4,0.95,0.75,-2
CC1=C(C(=O)OCCOc2ccccc2)C(c2coc3ccccc3c2=O)C2=C(CCCC2=O)N1 (stereo not given),5,9,8,-15,-2,0.92,0.91,3
O=C(OCC1CC(c2ccccc2)=NO1)c1ccc(Cl)cc1 (stereo not given),-9,-7,4,1,3,0.96,1.1,-3
Cc1cc(C)c(S(=O)(=O)N2C=CC(C(F)(F)F)=NCC2)c(C)c1,-3,6,-5,-9,-2,1,0.94,4
O=C(c1ccc(S(=O)(=O)c2ccc(F)cc2)c([N+](=O)[O-])c1)N1CCCCCC1,9,7,-3,-6,-3,1,0.93,-5

# Shown with bars between the fields: 16 of the compounds above
Structure | PfGluPho inh | hIAP block | mIAP inh | ATG4B inhibitor | A3A deaminase | mIAP act | hIAP activ | HKDC1 inh
CC(C)(C)OC(=O)NCc1ccc(CNC(=O)c2[nH]cnc2C(=O)NCC(=O)OCc2ccccc2)cc1 | 25 | -30 | 10 | 11 | 1 | 0.9 | 1.3 | 5
CCNS(=O)(=O)c1cc(Br)ccc1OC | -4 | -3 | 4 | -10 | -4 | 0.96 | 1 | -9
CC(C)N(C(=O)[C@H]1C[C@H](CC(=O)NCCN2CCOCC2)C(=O)N2CCc3c([nH]c4ccc(Cl)cc34)[C@]12C)C(C)C | -2 | . | -16 | -4 | 4 | 1.2 | . | 1
CCCNC(=O)c1cn(CC)c2cc(N3CCN(C(=O)c4ccco4)CC3)c(F)cc2c1=O | 12 | -12 | 3 | -11 | -4 | 0.97 | 1.1 | 8
O=S(=O)(c1ccc2c(c1)nc(COc1ccc(Cl)cc1)n2CC1CCCO1)N1CCOCC1 (stereo not given) | -1 | -12 | 3 | -16 | 0 | 0.97 | 1.1 | 7
Nc1c(C(=O)N2CCOCC2)sc(=S)n1-c1ccccc1 | 59* | 0 | 11 | 6 | 0 | 0.89 | 1 | -7
O=C(Nc1ccc(NC(=O)c2ccncc2)cc1)c1ccncc1 | . | -12 | 1 | . | 2 | 0.99 | 1.1 | .
COc1ccc(C(=O)N2CCCC(c3nc(-c4cccs4)no3)C2)cc1OC (stereo not given) | -9 | 3 | 4 | -7 | 1 | 0.96 | 0.97 | -8
CCOC(=O)N1CCN(C(=O)CSc2ccc3nnc(CCNC(=O)c4ccc(OC)cc4)n3n2)CC1 | -5 | 5 | -2 | -2 | 0 | 1 | 0.95 | -6
COc1nc(C)cc(C)c1S(=O)(=O)c1ccc(Cl)cc1 | 32 | 1 | 8 | -4 | 4 | 0.92 | 0.99 | 7
COc1cc2c(cc1NC(=O)c1cccc([N+](=O)[O-])c1)oc1ccccc12 | -2 | 10 | -1 | -6 | -7 | 1 | 0.9 | 2
O=C(NCCCN1CCCC1=O)C(=O)NCC1OCCN1S(=O)(=O)c1ccc(Br)cc1 (stereo not given) | 3 | 25 | 5 | 0 | -4 | 0.95 | 0.75 | -2
CC1=C(C(=O)OCCOc2ccccc2)C(c2coc3ccccc3c2=O)C2=C(CCCC2=O)N1 (stereo not given) | 5 | 9 | 8 | -15 | -2 | 0.92 | 0.91 | 3
O=C(OCC1CC(c2ccccc2)=NO1)c1ccc(Cl)cc1 (stereo not given) | -9 | -7 | 4 | 1 | 3 | 0.96 | 1.1 | -3
Cc1cc(C)c(S(=O)(=O)N2C=CC(C(F)(F)F)=NCC2)c(C)c1 | -3 | 6 | -5 | -9 | -2 | 1 | 0.94 | 4
O=C(c1ccc(S(=O)(=O)c2ccc(F)cc2)c([N+](=O)[O-])c1)N1CCCCCC1 | 9 | 7 | -3 | -6 | -3 | 1 | 0.93 | -5

# (cont.)
SMILES,PfGluPho inh,hIAP block,mIAP inh,ATG4B inhibitor,A3A deaminase,mIAP act,hIAP activ,HKDC1 inh
COc1ccc(CCN(C)C(=O)c2cc(S(=O)(=O)N3CCCCCC3)ccc2OC)cc1OC,7,-1,3,-1,-4,0.97,1,-6
O=C(CN1C(=O)NC2(CCCCCC2)C1=O)c1cccs1,2,-16,-4,-9,-6,1,1.2,-5
CCCc1nn2c(=O)cc(O)nc2s1,3,-27,11,-1,-7,0.89,1.3,-11
COc1ccc(NC(=O)CN2C(=O)c3ccccc3S2(=O)=O)cc1OC,-4,-1,-6,-4,-3,1.1,1,0
CCOc1ccc(S(=O)(=O)N2CCCC(C(=O)N3CCN(c4ccccc4)CC3)C2)cc1 (stereo not given),1,5,8,4,0,0.92,0.95,-5
CC1CCCCN1S(=O)(=O)c1ccc2c(c1)CCN2C(=O)C1CC1 (stereo not given),-5,-21,9,-6,-2,0.91,1.2,-3
C/C(=N\NC(=O)c1nc(C)cc(C)n1)c1ccccc1,14,-12,-3,-3,1,1,1.1,3
CS(=O)(=O)Nc1nc2n(n1)C(c1ccccc1)CC(c1ccccc1)N2 (stereo not given),-6,6,14,-4,-1,0.86,0.94,-6
NC(=O)c1nsc(C(=O)N(CC(=O)NCc2ccccc2)c2ccc(F)cc2)c1N,4,-9,-2,-4,-3,1,1.1,0
Cc1cccc(OC(C)C(=O)Nc2nccs2)c1 (stereo not given),9,19,-4,-5,-1,1,0.81,-5
CN1c2ccsc2/C(=N/NC(=O)c2c(F)cccc2F)CS1(=O)=O,4,-10,-3,-14,0,1,1.1,-7
COCc1ccc(CN2CCC(N3CCC(C(=O)N4CCCC4)CC3)CC2)o1,-3,-44,-7,-1,-5,1.1,1.4,2
Cc1nnsc1C(=O)N1CCC(CO)(Cc2ccccc2Cl)CC1,-2,-10,-3,0,2,1,1.1,-7
CCC(=O)N(Cc1cc2ccccc2[nH]c1=O)c1ccc(OC)cc1,-1,-1,5,12,0,0.95,1,6
O=C(O)c1cccc(-c2ccc(/C=N/NC(=O)C3COc4ccccc4O3)o2)c1 (stereo not given),-17,-2,-3,-5,8,1,1,-1
O=C(Nc1ccncc1)c1ccc(-c2ccccc2)cc1,7,-8,-1,-7,0,1,1.1,-4
COc1ccc(S(=O)(=O)N2CCOCC2)cc1NC(=O)c1ccncc1,11,13,-12,-4,0,1.1,0.87,-7
C=CCn1cnnc1SCC(=O)N(C)CC1COc2ccccc2O1 (stereo not given),0,4,2,1,-3,0.98,0.95,-9
C/C=C/Cn1c(Br)nc2c1c(=O)[nH]c(=O)n2C,-11,19,12,-2,5,0.88,0.81,2
Cc1cccc(C)c1NC(=O)CSc1nc(COc2ccccc2)nc2ccccc12,3,-1,10,-10,-1,0.9,1,-9
CCCCOc1ccc(C(=O)NCC(=O)NCCCn2nc(C)cc2C)cc1,1,-12,-10,2,1,1.1,1.1,-7
O=C(CCCC(=O)OCC(Cl)=C(Cl)Cl)Nc1ccccc1,5,7,25,-2,2,0.75,0.93,-7
N/C(=N\S(=O)(=O)c1cc(C(F)(F)F)cc(C(F)(F)F)c1)c1ccc(Cl)cc1,16,7,9,5,2,0.91,0.93,0
O=C(N[C@H](C(=O)O)c1ccccc1)C1CCC(Cn2nnc3ccccc3c2=O)CC1 (stereo not given in full),.,-10,-9,.,0,1.1,1.1,.
Cc1ccn2c(=O)c(NC(=O)c3cccs3)c(C)nc2c1,-10,16,3,1,-4,0.97,0.84,0
CC1(C)N=C(N)NC(Nc2ccc(Br)cc2)=N1,-15,-5,-12,3,3,1.1,1,0
c1ccc(-n2nnnc2NC2CCCCC2)cc1,-18,-13,-9,2,3,1.1,1.1,0
C=CCSc1nnc(-c2nnc(SCC=C)n2CC)n1CC,-8,-2,-19,-3,32,1.2,1,-5
O=C1CC(N2CCN(Cc3ccc4c(c3)OCO4)CC2)C(=O)N1Cc1ccc(N2CCCC2=O)cc1 (stereo not given),-18,-7,-7,-7,-1,1.1,1.1,-3
CCOC(=O)c1sc(C)c2c(=O)n(CCc3ccccc3)nnc12,9,-5,4,-5,2,0.96,1.1,-5
O=C(NCc1ccc(Cl)cc1Cl)C1CCN(S(=O)(=O)c2ccc3c(c2)OCCCO3)CC1,-2,-63,-162,42*,7,2.6*,1.6,7
O=C(NCc1n[nH]c(=S)n1-c1ccc(Br)cc1)c1ccc(S(=O)(=O)N2CCOCC2)cc1,45,8,-2,5,-4,1,0.92,-6
O=C(CSc1nnc(-c2ccc([N+](=O)[O-])cc2)o1)Nc1ccccn1,-21,-5,10,0,-4,0.9,1.1,4
Cc1cc(NC(=O)CSc2nnc(-c3ccccc3)n2Cc2ccco2)no1,-25,-2,-2,14,-6,1,1,-4
CCOCCCNc1ncnc2c1nc1n2CCCC1,10,-1,-2,-2,-2,1,1,-5
COc1ccc2[nH]c(=O)cc(C(=O)O)c2c1,-13,15,11,3,63,0.89,0.85,3
